Source: PubChem BioAssay (Broad Institute)
E-selectin induc – E-selectin induction on HUVECs | P16581 | HUVEC E-selectin immunofluorescence imaging; normalized: neutral wells 0, TNF-alpha wells 100 | activation, % at 7.58 µM | 0.37% of 260,000 active | AID 686992;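 active = mean E-selectin-positive cell signal at least 10% of the positive control, reached in at least 60% of replicates, without over 20% cell loss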;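 also: in these data hits start at about 27%; measured in HUVEC primary endothelial cells; signal is the percent of cells scored E-selectin positive by PE staining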
Target sequence (P16581 whole entry, looked up): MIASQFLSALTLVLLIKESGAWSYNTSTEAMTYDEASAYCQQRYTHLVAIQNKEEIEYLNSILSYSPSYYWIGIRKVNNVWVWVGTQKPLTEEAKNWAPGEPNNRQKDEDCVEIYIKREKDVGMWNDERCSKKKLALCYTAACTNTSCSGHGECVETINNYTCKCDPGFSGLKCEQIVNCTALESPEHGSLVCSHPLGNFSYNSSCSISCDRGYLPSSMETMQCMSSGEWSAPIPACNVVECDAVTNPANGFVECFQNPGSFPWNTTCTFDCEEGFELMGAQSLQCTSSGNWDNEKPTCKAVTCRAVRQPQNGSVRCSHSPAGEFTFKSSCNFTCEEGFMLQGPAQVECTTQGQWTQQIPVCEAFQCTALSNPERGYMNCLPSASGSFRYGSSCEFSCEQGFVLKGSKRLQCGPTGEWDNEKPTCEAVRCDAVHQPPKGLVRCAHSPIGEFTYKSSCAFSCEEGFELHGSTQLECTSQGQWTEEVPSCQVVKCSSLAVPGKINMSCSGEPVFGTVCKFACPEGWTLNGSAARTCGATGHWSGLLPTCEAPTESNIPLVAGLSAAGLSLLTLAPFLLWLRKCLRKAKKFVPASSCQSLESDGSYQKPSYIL
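Test system: HUVEC | Signal: Immunofluorescence imaging | Read-out: Percent E-selectin-positive cells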
ERAP1 inh – ERAP1 (human) enzyme inhibition; Q9NZ08; recombinant ERAP1, Leu-AMC fluorescence, 60 min; inhibition, % at 10.7 µM; 0.15% of 340,000 active; AID 652197;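 active = mean replicate inhibition of at least 30%, or all replicates individually reaching that 30% level; inactive = mean below 30% and not every replicate reaching it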;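 also: 0% = neutral control wells and 100% = L-leucinethiol positive control wells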
PGC1a acetyl inh – lowers PGC1a acetylation signal in U2OS cells | AlphaScreen anti-acetyl-lysine; with virally co-expressed GCN5 acetyltransferase | inhibition, % at 15.6 µM | 0.17% of 350,000 active | AID 651687;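 active = every replicate shows inhibition of at least 40%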;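 also: 0% = neutral control wells and 100% = positive control wells; some results beyond the cut were filed as inactive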
Cneo AK release – Cryptococcus neoformans lysis via adenylate kinase release; C. neoformans lysis, adenylate kinase release luminescence, 4 h; normalised: neutral wells 0, clomiphene wells 100; lysis activity, % at 15 µM; 0.2% of 360,000 active;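 active = mean lysis activity across replicates of at least 80%, whatever share of replicates individually reach that level; inactive = mean lysis activity below 80%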
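Signal: Adenylate kinase release luminescence | Assay system: Log-phase Cryptococcus neoformans yeast cells | Input: Cells at 5 × 10^6 per mL | Buffer or medium: Fresh YPD growth medium | Compound: Single dose | Schedule: Static 4 h at 37 °C with compound, 1 h detection | Controls: Clomiphene | Read-out: Luminescence rise reflecting yeast cell lysis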
miR-122 sensor – miR-122 inhibition in Huh7 cells; Huh7 miR-122 Renilla luciferase sensor, 48 h; neutral wells = 0, positive control = 100; activation (reporter increase), % at 12.5 µM; 0.3% of 340,000 active; AID 602342;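 active = mean replicate activation score at least 90 and every replicate individually at or above 90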;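 also: higher luciferase means less miR-122 activity so hits act as miR-122 inhibitors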
RAD52 anneal inh – blocks human RAD52 DNA annealing; P43351; recombinant RAD52 DNA annealing, FRET fluorescence; inhibition, % at 18.7 µM; 0.46% of 360,000 active;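 active = every replicate showing at least 50% inhibition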
Target sequence (P43351 whole entry, looked up): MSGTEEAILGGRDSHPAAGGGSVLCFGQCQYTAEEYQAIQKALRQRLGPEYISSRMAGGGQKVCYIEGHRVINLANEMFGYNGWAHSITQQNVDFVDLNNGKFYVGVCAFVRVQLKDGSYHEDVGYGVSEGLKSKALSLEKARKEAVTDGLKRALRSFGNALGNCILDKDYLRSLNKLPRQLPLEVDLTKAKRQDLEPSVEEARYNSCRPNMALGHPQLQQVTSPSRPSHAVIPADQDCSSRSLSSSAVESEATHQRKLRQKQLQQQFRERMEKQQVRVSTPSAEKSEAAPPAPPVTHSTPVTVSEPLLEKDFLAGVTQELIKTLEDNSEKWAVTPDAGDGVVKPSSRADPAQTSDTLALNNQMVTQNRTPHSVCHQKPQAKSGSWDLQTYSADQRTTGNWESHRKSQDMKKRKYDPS
PglD DTNB – inhibitors of Campylobacter jejuni PglD acetyltransferase. 0.098% of 360,000 active. inhibition, % at 12.5 µM. purified PglD enzyme, DTNB colorimetric CoA detection; in the data active = inhibition above about 16%, passing the limit was not always enough; also: strong numbers were not always called active
RAD54 inh – RAD54 (human) branch migration inhibition; RAD54 Holliday junction branch migration, FAM/BHQ fluorescence; inhibition, % at 10.4 µM; 0.14% of 360,000 active;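 active = mean normalized replicate activity at least 40 and at least half of replicates scoring 40 or more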;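 also: 0% = median of neutral control wells and 100% = median of positive control wells; inhibitors cause a drop in the FAM fluorescence signal; in these data hits start at about 50%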
Active calls of the source: *; . = not tested or not shown; [ ] = remark or other dose.

[1] CCC(=O)NCc1nc2ccccc2n1Cc1ccccc1F
[2] COc1ccc(C(O)c2nccc3cc(OC)c(OC)cc23)cc1OC (stereo not given)
[3] C[C@H](CO)N1C[C@H](C)[C@H](CN(C)S(=O)(=O)c2cccs2)OCCCC[C@H](C)Oc2ccc(NC(=O)Nc3ccc(F)cc3)cc2C1=O
[4] C[C@@H]1CN([C@@H](C)CO)C(=O)c2cc(NS(=O)(=O)c3ccc(Cl)cc3)ccc2O[C@@H]1CN(C)Cc1ccncc1
[5] COc1cc2c(cc1OC)C(c1ccc(Cl)cc1)=NCC2
[6] O=C1C2C3C=CC(C3)C2C(=O)N1c1ccccc1OS(=O)(=O)c1ccccc1 (stereo not given)
[7] CCOC(=O)C1(C)NC(c2cccs2)C2C(=O)N(c3ccccc3)C(=O)C21 (stereo not given)
[8] CC1(Oc2cccnc2Cl)CCN(Cc2ccc(OC(F)(F)F)cc2)C1 (stereo not given)
[9] Cc1ccc(C)c(-n2c(-c3ccc4c(c3)OCO4)n[nH]c2=S)c1
[10] CCC(c1nnnn1Cc1ccc2c(c1)OCO2)N1CCN(CC)CC1 (stereo not given)

entry no. | 1 | 2 | 3 | 4 | 5 | 6 | 7 | 8 | 9 | 10
E-selectin induc | . | -0.1 | 0.3 | -14 | . | . | . | -0.1 | . | 2.0
ERAP1 inh | . | -1 | 1 | -5 | . | . | 3 | 5 | . | 3
PGC1a acetyl inh | 13 | 0 | 6 | -5 | 10 | -12 | -5 | 10 | -2 | 4
Cneo AK release | 3 | . | -3 | 7 | 2 | 8 | . | 0 | 10 | 2
miR-122 sensor | 2 | . | -12[16.7 µM] | 11[16.7 µM] | . | -2 | -1 | 5 | -3 | 3
RAD52 anneal inh | . | -9 | -41 | -8 | -4 | . | -19 | -1 | . | 9
PglD DTNB | -3 | . | -9 | -1 | -4 | 2 | . | 11 | 5 | 0
RAD54 inh | 3 | . | 0 | 6 | 4 | 3 | . | 2 | 4 | 0

[11] CC(C)NC(=O)N(C)C[C@H]1Oc2ccc(NC(=O)C3CCCCC3)cc2CC(=O)N([C@H](C)CO)C[C@@H]1C
[12] COc1ccc(N2CC(C(=O)N/N=C/c3cc([N+](=O)[O-])ccc3O)CC2=O)cc1 (stereo not given)
[13] Cc1ccc(-c2nc3ncccn3c2Nc2ccc3c(c2)OCO3)o1
[14] COc1ccccc1NC(=O)C1CC(O)CN1C(=O)Oc1ccccc1 (stereo not given)
[15] COC(=O)[C@@]1(Cc2ccccc2)C=C[C@@H](C)N1C(C)=O
[16] O=C(NCc1cccnc1)NC(C(F)(F)F)C(F)(F)F
[17] O=C(N/N=C/c1cc([N+](=O)[O-])ccc1O)c1ccc(COc2ccc3c(c2)CCC3)o1
[18] C[C@@H]1CN([C@@H](C)CO)C(=O)Cc2cc(NC(=O)CCN3CCOCC3)ccc2O[C@H]1CN(C)CC1CCCCC1
[19] Cc1ccc(NC(=O)C(c2ccccc2)N2CCN(C(=O)c3ccco3)CC2)cc1Cl (stereo not given)
[20] CCOc1ccc(C2CC(c3ccccc3)Nc3nc(N)nn32)cc1 (stereo not given)

entry no. | 11 | 12 | 13 | 14 | 15 | 16 | 17 | 18 | 19 | 20
E-selectin induc | -0.1 | . | . | 0.0 | -0.2 | . | 0.0 | 3.1 | . | .
ERAP1 inh | -2 | 6 | . | -4 | -1 | . | -11 | 1 | 1 | .
PGC1a acetyl inh | . | -5 | -9 | -18 | 0 | 11 | -2 | 0 | 5 | -4
Cneo AK release | 4 | . | 0 | -2 | 0 | 0 | -1 | -7 | -1 | 5
miR-122 sensor | 7[16.7 µM] | -1 | 1 | -1 | -1 | -6 | -1 | 7[16.7 µM] | 7 | -5
RAD52 anneal inh | -1 | -11 | . | -1 | -5 | . | -5 | -5 | -38 | .
PglD DTNB | 0 | . | -6 | -1 | 0 | -3 | -3 | -1 | 0 | -1
RAD54 inh | 1 | . | -6 | -26 | -10 | -5 | 4 | 5 | -15 | 6

[21] COc1ccccc1S(=O)(=O)N[C@@H]1CC[C@@H](CCn2cc(C3CC3)nn2)O[C@H]1CO
[22] CC(C)(C)NC(=O)/C(=C/c1cccnc1)NC(=O)c1ccco1
[23] COc1ccccc1C#Cc1ccc([C@@H]2[C@H](C#N)N(C(=O)C3CC3)[C@H]2CO)cc1
[24] COCC(=O)N1C[C@H](C)[C@H](OC)CN(C)C(=O)c2ccc(NC(=O)c3ccc(F)cc3)cc2OC[C@@H]1C
[25] C[C@H](CO)N1C[C@H](C)[C@@H](CN(C)Cc2ccc(C(F)(F)F)cc2)Oc2ccc(NC(=O)Cc3cn(C)c4ccccc34)cc2CC1=O
[26] CCOC(=O)N1CCN(C(=O)CN2C(=O)COc3ccc(C(C)(C)C)cc32)CC1
[27] CCOC(=O)c1sc2ncn(C(CC)C(=O)OC)c(=O)c2c1C (stereo not given)
[28] O=C(CC(=O)Nc1ccc(Br)cc1)Nc1ccc(Br)cc1
[29] COc1ccc2c3c([nH]c2c1)[C@@H](CO)N(C(=O)c1ccc(F)cc1)CC31CCN(C(=O)Nc2ccc(F)cc2)CC1
[30] CO[C@@H]1CN(C)C(=O)c2cc(NC(=O)Nc3cccc(Cl)c3)ccc2OC[C@H](C)NC[C@@H]1C

entry no. | 21 | 22 | 23 | 24 | 25 | 26 | 27 | 28 | 29 | 30
E-selectin induc | -0.2 | . | 0.3 | -0.1 | -2.5 | . | . | 3.1 | -0.6 | 0.4
ERAP1 inh | 0 | 1 | -1 | -1 | -1 | -3 | . | 1 | 1 | 0
PGC1a acetyl inh | 0 | 7 | -6 | 5 | -13 | -4 | -6 | -4 | -1 | -6
Cneo AK release | -2 | -1 | -5 | 0 | 3 | 0 | 2 | 2 | . | 53
miR-122 sensor | . | 3 | . | 4[16.7 µM] | -3[16.7 µM] | -1 | -6 | -4 | . | .
RAD52 anneal inh | -3 | -9 | 14 | -10 | -27 | -9 | . | -4 | 17 | -4
PglD DTNB | 0 | 0 | -1 | 2 | -3 | -5 | 0 | -6 | . | 5
RAD54 inh | 6 | -10 | 0 | -18 | 2 | -16 | -9 | 12 | . | 9

[31] Cc1cccc(C)c1NC(=O)Cn1nc(-c2ccc(Cl)s2)ccc1=O
[32] CCCCN(C(=O)C1=CC=CN2CCS(=O)(=O)N=C12)c1ccccc1
[33] Cc1ccc(S(=O)(=O)Nc2ccc3c(c2)C(=O)N([C@@H](C)CO)C[C@@H](C)[C@@H](CN(C)S(=O)(=O)c2cn(C)cn2)OCCCC[C@@H](C)O3)cc1
[34] CC(C)COc1ccc(C(=O)Nc2ncn[nH]2)cc1
[35] Cc1cc(SCC(=O)NC(=O)c2cccn2C)nc2ccccc12
[36] O=C(NC1CCCCC1)c1cccc2c1C(=O)c1ccc(-c3ccc(OC(F)(F)F)cc3)cc1S2(=O)=O
[37] CCCn1nnc(NC(=O)c2ccc(Br)cc2)n1
[38] COc1ccc2nc3ccccc3nc2c1NC(=O)c1ccc(Br)cc1
[39] CC(C)(C)N(Cc1ccccc1)C(=O)CN1C(=O)c2ccccc2C1=O
[40] C[C@@H]1CN([C@H](C)CO)C(=O)c2cc(NS(=O)(=O)c3cn(C)cn3)ccc2O[C@@H](C)CCCCO[C@H]1CN(C)S(=O)(=O)c1ccccc1

entry no. | 31 | 32 | 33 | 34 | 35 | 36 | 37 | 38 | 39 | 40
E-selectin induc | . | . | 0.1 | 0.2 | 2.8 | 0.0 | . | 0.5 | 0.0 | .
ERAP1 inh | 2 | -2 | -6 | -1 | . | -4 | 2 | 0 | 0 | 1
PGC1a acetyl inh | -6 | . | -16 | . | 5 | -2 | 1 | 4 | -1 | 1
Cneo AK release | . | 3 | -2 | -3 | 21 | 0 | 0 | 0 | 0 | 1
miR-122 sensor | -2 | -5 | 4[16.7 µM] | 3 | 17 | -2 | . | 1 | -6 | 4[16.7 µM]
RAD52 anneal inh | -10 | -8 | -40 | -1 | -28 | -5 | -19 | -120 | 7 | 7
PglD DTNB | . | -5 | 0 | 2 | 0 | 0 | 5 | 0 | 0 | -2
RAD54 inh | . | -5 | 3 | 9 | 1 | 1 | -9 | -6 | -22 | -9

[41] O=C(C[C@@H]1C[C@H]2c3cc(NC(=O)C4CCC4)ccc3O[C@H]2[C@@H](CO)O1)NCc1cccnc1
[42] COc1ccccc1-c1cn(CC[C@@H]2CC[C@@H](NC(=O)C3CCCCC3)[C@@H](CO)O2)nn1
[43] Cc1nn2c(=O)c3c4c(sc3nc2n1-c1ccccc1)COC(C)(C)C4
[44] CC(=O)N1CCN(c2ccccc2NC(=O)COc2cc(C)ccc2C(C)C)CC1
[45] COc1ccc(N2CC(C(=O)OCC(=O)c3ccccc3)CC2=O)cc1 (stereo not given)
[46] Cc1cnc(C(=O)OCc2nc3ccccc3o2)cn1
[47] COc1ccc(CNC(=O)C[C@H]2C(=O)N(c3ccccc3)C[C@@H]2Cc2ccccc2)cc1
[48] COc1cc(C(=O)OC(C)CN2CCOCC2)cc(OC)c1OC (stereo not given)
[49] Cc1ccc(C(=O)CCS(=O)(=O)c2ccc(Br)cc2)cc1
[50] OC(COc1ccc(Cl)cc1)CN1CCCCC1 (stereo not given)

entry no. | 41 | 42 | 43 | 44 | 45 | 46 | 47 | 48 | 49 | 50
E-selectin induc | 0.2 | -0.1 | 4.4 | . | . | 0.9 | 0.0 | . | -0.7 | .
ERAP1 inh | 0 | -4 | -1 | . | . | 0 | 3 | -1 | -1 | 0
PGC1a acetyl inh | -10 | -9 | 9 | -29 | -7 | 2 | -5 | -7 | . | 11
Cneo AK release | -6 | -5 | -2 | 0 | 3 | 1 | 2 | 1 | -2 | -5
miR-122 sensor | 10[16.7 µM] | . | -6 | 4 | -6 | 3 | 6 | -2 | . | 2
RAD52 anneal inh | 9 | 0 | 0 | . | . | -13 | -15 | -7 | -1 | -9
PglD DTNB | 1 | 6 | 5 | -3 | -3 | 1 | 2 | 5 | 5 | 2
RAD54 inh | -7 | -3 | -4 | 0 | 9 | -5 | 4 | 1 | -4 | -27

[51] Cc1ccc(-c2ccc(CCC(=O)O)n2C(C)C)cc1
[52] CC(=O)OC1CC2(C)C(CCC2(O)C(C)=O)C2CCC3C(Cl)C(=O)CCC3(C)C12 (stereo not given)
[53] c1ccc(-c2ccc(-c3nc(-c4ccccn4)no3)cc2)cc1
[54] Cc1ccc(NC(=O)C2CCCNC2=O)nc1 (stereo not given)
[55] O=C(CN1C(=O)C(=O)N(Cc2ccco2)C1=O)Nc1ccc(F)c(F)c1F
[56] O=C(Nc1ccc(Cl)cc1)Nc1ccccc1Sc1ncc([N+](=O)[O-])s1
[57] O=C(NCCCO)NC12CC3CC(CC(C3)C1)C2
[58] CCn1ccc2cc(OC)ccc2c1=S
[59] COc1cccc(NC(=O)N2CC(=O)N3[C@H](CO)[C@@H](c4ccc(C5=CCCC5)cc4)[C@H]3C2)c1
[60] C=CCn1c(C)cc(C(=O)COC(=O)/C=C/c2ccc(OC)cc2)c1C

entry no. | 51 | 52 | 53 | 54 | 55 | 56 | 57 | 58 | 59 | 60
E-selectin induc | -0.2 | -0.1 | . | . | . | 1.7 | . | . | 0.0 | .
ERAP1 inh | -11 | 0 | 1 | . | 0 | 1 | . | . | 0 | 4
PGC1a acetyl inh | -5 | -22 | -3 | -11 | . | 0 | -3 | -5 | -11 | 2
Cneo AK release | -2 | 0 | -7 | -1 | 0 | 2 | -1 | 0 | . | -2
miR-122 sensor | . | -9 | 2 | -4 | . | 6 | -1 | -7 | . | .
RAD52 anneal inh | -24 | -18 | -13 | . | -31 | -7 | . | . | 8 | -9
PglD DTNB | 0 | 1 | 0 | -2 | 1 | 3 | 0 | 0 | . | -7
RAD54 inh | -3 | -11 | -1 | -4 | -7 | -7 | -1 | 2 | . | 3
